# Compound activity: PubChem, National Center for Advancing Translational Sciences (NCATS)
# 4-MU autofl = compound fluoresces in the 4-MU spectral region; compound autofluorescence, 340/450 nm, 4-MU equivalents; active compounds read high; max dye-equivalent concentration, M; actives 11% (n = 59,000); AID 589; in the data active = max dye-equivalent concentration above about 10 nM; inconclusive = mostly about 1.1 nM to 9.6 nM
#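 Compounds in 100 mM Tris, pH 8.0, incubated 15 min at room temperature, then fluorescence read at 340 nm excitation/450 nm emission. Signal converted to 4-MU dye-equivalent concentration using an on-plate six-point 4-MU standard curve.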
# USP2a inh = blocks human ubiquitin-specific protease USP2a; O75604; USP2a enzymatic assay, qHTS inhibition; Potency, µM (doses to about 38.3 µM), without a hit: at the highest dose activity change, negative = inhibition, usual class: inhibitors; actives 0.1% (n = 60,000);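 also: potency is read from the fitted curve at half-maximal effect; nearly all actives have a fitted effect of over 60% in size; plate controls were DMSO for no effect and NEM full inhibition control for full effect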
#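 USP2 core (20 nM final) was preincubated with compound for 30 min at RT in 20 mM Tris-HCl pH 8.0, 2 mM CaCl2, 2 mM beta-mercaptoethanol; Ub-PLA2 (20 nM) plus NBD C6-HPC (20 uM) then added, fluorescence read after 2.5 h.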
# Texas Red fluor = compounds fluorescent in Texas Red spectral region; max dye-equivalent concentration, M; actives 0.06% (n = 59,000); Compound fluorescence, Texas Red channel, 547/618 nm; active compounds read high; AID 587; in the data active = max dye-equivalent concentration above about 10 nM; inconclusive = between about 1.1 nM and that limit
#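 Compound titrations in 100 mM Tris pH 8.0 were incubated 15 min at room temperature and read at 547 nm excitation / 618 nm emission. Texas Red six-point standard curve on each plate converted fluorescence to dye-equivalent concentration.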
# Fluorescein autfl = compound fluoresces in the fluorescein spectral region; Compound autofluorescence, 480/540 nm, fluorescein-equivalent; active compounds read high; max fluorescein-equivalent concentration, M; actives 0.91% (n = 59,000); AID 593; in the data active = max fluorescein-equivalent concentration above about 10 nM; inconclusive = between about 1.1 nM and that limit
#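 Autofluorescence profiling; 100 mM Tris, pH 8.0; incubation 15 min at RT; ex/em 480/540 nm; result as fluorescein-equivalent concentration.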
# A350 fluor = compounds fluorescent in Alexa 350 spectral region | Compound autofluorescence, 340/450 nm, Alexa 350 dye-equivalents; active compounds read high | max dye-equivalent concentration, M | actives 11% (n = 59,000); in the data active = max dye-equivalent concentration above about 10 nM; inconclusive = mostly about 1.1 nM to 9.6 nM
# Casp7 inh = caspase-7 (human) inhibition, allosteric or competitive. P55210. recombinant caspase-7, Ac-DEVD-AFC fluorescence rate. Potency, µM (doses to about 57.5 µM), inactives show top-dose activity change, negative = inhibition, most hits filed as inhibitors. actives 0.02% (n = 75,000). AID 889; active = well fitted inhibition curve with a large enough effect in the main read-out, with a control signal flat, not every such curve was filed as active; inconclusive = small, poorly fitted or top-dose-only effect, or a change in a side signal; also: potency is read from the fitted curve at half-maximal effect; % of control where 0% means no effect
# BRCT inh green = inhibitors of human BRCA1 BRCT-phosphoprotein interaction (green fluorophore). P38398. BRCA1 BRCT-phosphopeptide binding, green fluorescence polarization. Potency, µM (series often up to 76.9 µM), for inactives: at the top dose activity change, negative = inhibition, actives largely listed as inhibitors. actives 0.05% (n = 75,000);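 also: potency is read from the fitted curve at half-maximal effect; plate controls were peptide without protein for full effect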
#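 Compounds were incubated for 12 min at room temperature with a complex of 100 nM fluorescein-tagged pBACH1 decapeptide and 250 nM His-tagged BRCT protein. Buffer was phosphate pH 7.3 with EDTA, DTT and Tween 20. Disruption of binding lowers the polarization signal.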
# HEK293 cAMP ctrl = parental HEK293 cAMP activation (counter-screen) | parental HEK293 CNG cAMP sensor, membrane potential fluorescence | Potency, µM (doses to about 57.1 µM), for the others: at the top dose activation, hits mostly activators | actives 2.5% (n = 73,000) | AID 938; also: potency is read from the fitted curve at half-maximal effect; % of control where 0% means no effect; nearly all actives have a fitted effect of over 55% in size
#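 Counterscreen for endogenous-receptor signalling: CNG-channel HEK 293 cells report cAMP rise by membrane depolarization. After 60 min dye equilibration with 100 uM RO 20-1724, compounds incubated 30 min before bottom-read fluorescence at 590 nm.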
# BRCT PPI red = BRCT-phosphoprotein interaction inhibition (red fluorophore) | actives 0.03% (n = 75,000) | P38398 | BRCT-phosphopeptide binding, red fluorescence polarization | Potency, µM (doses to about 76.9 µM), inactives show at the highest dose activity change, negative = inhibition, actives largely listed as inhibitors; also: % is scaled to controls: 0 for no effect and ±100 for the full control effect
#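 Rhodamine-labelled pBACH1 10-mer (100 nM) bound to BRCT domain (100 nM) at pH 7.3; compounds incubated 12 min room temperature, polarization read. Free peptide defines full inhibition; unlabelled decapeptide titrated as control.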
# Caspase-1 inhib = blocks human caspase-1 allosterically or competitively; P29466; Caspase-1 enzyme, Ac-WEHD-AFC fluorogenic rate; Potency, µM (doses to about 57.5 µM), inactives show top-dose activity change, negative = inhibition, most hits filed as inhibitors; actives 0.03% (n = 75,000);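 also: potency is read from the fitted curve at half-maximal effect; plate controls were vehicle for no effect and no substrate for full effect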
# Rhodamine autofl = compound autofluorescence in rhodamine spectral region; Rhodamine-region fluorescence, 547/598 nm, Tris buffer; active compounds read high; max dye-equivalent concentration, M; actives 0.05% (n = 59,000); AID 594; in the data active = max dye-equivalent concentration above about 11 nM; inconclusive = between about 1.1 nM and that limit
#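 Read-out is relative fluorescence at 547 nm excitation and 598 nm emission, expressed as dye-equivalent concentration using rhodamine standards on every plate. Each compound was profiled across a concentration series after 15 min in 100 mM Tris, pH 8.0.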
# * marks the source's active call; other numbers are inactive results; i = inactive; ? = inconclusive; . = no result given; [ ] = dose if it differs, or a comment. Unless noted, calls follow the shape of the dose curve; as a rule, active = well fitted curve in the direction sought with a large enough effect; inconclusive = small, poorly fitted or top-dose-only effect, or another doubt; inactive = no such curve, though single readings can be large; an effect the other way counts as inactive or inconclusive.
SMILES,4-MU autofl,USP2a inh,Texas Red fluor,Fluorescein autfl,A350 fluor,Casp7 inh,BRCT inh green,HEK293 cAMP ctrl,BRCT PPI red,Caspase-1 inhib,Rhodamine autofl
CCN(CC)C(=O)CSc1nnc2sc3ccccc3n12,i,-2.0%,i,?,i,-0.1%,-1.7%,-0.3%,-1.1%,3.7%,i
Cc1nnc(NC(=O)c2c(F)c(F)c(F)c(F)c2F)s1,i,-4.3%,?,?,i,0.8%,-2.6%,1.8%,-0.4%,-0.6%,i
O=C1CCc2cc(S(=O)(=O)NC(Cc3ccccc3)C(=O)NC3CCCC3)ccc2N1 (stereo unspecified),.,.,.,.,.,-0.2%,-1.6%,5.3%,-2.5%,-0.8%,.
Cc1cc(C)n(-c2ccc(Cl)c(C(=O)Nc3ccc(-c4nnc5n4CCCCC5)cc3)n2)n1,i,30.7%[activator],?,i,i,-0.2%,-1.7%,9.2%,-0.4%,0.2%,i
NC(=O)CSc1nnc(-c2ccncc2)n1-c1ccc(Cl)cc1,.,.,.,.,.,-3.6%,0.8%,14.3%,1.7%,-0.9%,.
CCCNC(=O)c1c(N)n(-c2ccc3c(c2)OCO3)c2nc3ccccc3nc12,3.2e-08M*,11.3%,i,i,3.73e-08M*,-6.2%,-0.1%,6.7%,0.4%,-5.3%,i
CN(C)CCC(=O)[C@@]1(O)CC[C@H]2[C@H]3CC=C4C[C@@H](O)CC[C@]4(C)[C@H]3CC[C@]21C,i,.,i,i,i,-3.5%[11.5 µM],0.1%[15.4 µM],5.0%[11.4 µM],0.3%[15.4 µM],0.0%[11.5 µM],i
N#Cc1nc(-c2cccs2)oc1NCCCN1CCOCC1,3.25e-06M*,-0.8%,i,i,4.1e-06M*,-1.5%,-2.9%,0.0%,-1.0%,-1.4%,i
Cn1c(CSc2ncn[nH]2)nc2ccccc21,i,.,i,?,i,.,.,.,.,.,i
COc1ccccc1-n1cc(C(=O)NCC(=O)N2CCN(c3ccccc3)CC2)c2ccccc2c1=O,1.98e-08M*,24.0%,i,i,1.89e-08M*,-0.3%,0.1%,-3.0%,-0.4%,0.2%,i
c1nc2sc3c(c2c2nnnn12)CCCC3,i,7.1%,i,?,i,1.1%,-1.4%,8.1%,-1.5%,1.0%,i
Cc1ccc(S(=O)(=O)N2CCN(C(=O)C3COc4ccccc4O3)CC2)cc1C (stereo unspecified),i,25.5%,?,?,i,-4.0%,-1.3%,-10.7%,-1.5%,1.0%,i
O=S(=O)(Cc1ccc(Cl)cc1)N1CCCC1,i,-4.5%,i,i,i,0.4%,-1.9%,6.3%,0.3%,0.7%,i
CCC(=O)Nc1ccc(N2CCN(Cc3ccccc3F)CC2)cc1,i,1.0%,?,i,i,-2.5%,-0.3%,-9.9%,0.3%,-1.3%,i
CCOC(=O)CN(C(=O)CSc1nnc2c(n1)[nH]c1ccccc12)c1ccccc1,i,25.0%,?,i,i,0.5%,-2.4%,15.8%,-1.6%,-2.8%,i
CCOC(=O)N1CCN(C(=O)c2ccc3c(c2)ncn3C2CCCC2)CC1,?,-4.6%,i,i,?,-0.6%,-0.9%,-0.4%,0.4%,-1.6%,i
Cc1ccccc1-c1ccc2ncnc(-n3ccnc3)c2c1,i,13.8%,i,?,i,-7.6%,-2.5%,12.1%,0.6%,-4.8%,i
Cc1nc(NCCCn2ccnc2)c2oc3ccccc3c2n1,i,-1.7%,i,i,?,0.8%,1.1%,12.4%,-0.2%,-0.4%,i
CCc1nnc(NC(=O)CN2CCC(O)(c3ccccc3OC)CC2)s1,i,-4.3%,?,?,i,6.0%,-3.7%,6.3%,-1.7%,0.7%,i
O=C(O)CCC(=O)Nc1ccccc1N1CCOCC1,i,18.4%,i,i,i,-0.1%,-4.7%,0.5%,-1.5%,-1.9%,i
COc1cccc(CNCc2ccccn2)c1OC,.,-17.8%[7.66 µM],.,.,.,0.9%,-0.4%,14.6%[11.4 µM],0.6%,0.1%,.
Cc1ccc(F)cc1NC(=O)c1ccc2c(c1)OCO2,?,-0.2%,i,i,?,-2.1%,-0.4%,15.8%,-1.9%,-2.8%,i
N#Cc1c(-c2ccccc2Cl)cc(C2CC2)nc1N,?,.,i,i,?,.,.,.,.,.,i
CN1CCN(C(=O)c2ccc3c(c2)NC(=O)C(C)(C)O3)CC1,i,-19.8%,i,?,i,2.7%,0.4%,-2.7%,0.7%,-0.7%,i
CCOc1ccc(CNC(=O)CCn2c(=O)oc3ccccc32)cc1,i,6.9%,i,i,i,-0.7%,-1.0%,-2.7%,1.1%,-0.7%,i

# Next section.
SMILES,4-MU autofl,USP2a inh,Texas Red fluor,Fluorescein autfl,A350 fluor,Casp7 inh,BRCT inh green,HEK293 cAMP ctrl,BRCT PPI red,Caspase-1 inhib,Rhodamine autofl
Nc1nc(N)nc(CCCCc2nc(N)nc(N)n2)n1,i,.,?,i,i,.,.,7.9%[11.4 µM],.,.,i
CC1=Nn2c(nnc2-c2ccccc2Cl)SC1,i,-8.2%,i,?,?,-0.6%,-2.3%,3.0%,-1.5%,-0.8%,i
O=C(CSc1nnnn1-c1ccc2c(c1)OCO2)NCc1ccccc1,i,-0.2%,i,i,?,-0.6%,0.1%,15.4%,0.9%,0.2%,i
O=C(C1CCCO1)N1CCN(S(=O)(=O)c2ccccc2)CC1 (stereo unspecified),i,-7.9%,i,i,i,0.8%,-0.3%,0.2%,2.4%,-0.6%,i
Cc1nc2c3cnn(-c4ccc(C)c(C)c4)c3ncn2n1,i,26.2%,i,i,i,0.0%,0.5%,18.4%,0.6%,-0.9%,i
O=C(NCCc1c[nH]c2ccccc12)C1CCN(c2nnc(N3CCCC3=O)s2)CC1,i,47.0%[activator],i,i,i,0.7%,-3.2%,-1.9%,-2.2%,-2.2%,i
COC(=O)c1ccc2c(=O)n(NC(C)=O)c(=S)[nH]c2c1,4.07e-08M*,8.8%,i,?,4.79e-08M*,-3.8%,-8.7%,-1.4%,0.1%,-2.6%,i
COc1ncc2nc(-c3cc(F)cc(F)c3)c(=O)n(C[C@H]3CCCO3)c2n1,?,21.3%,i,i,?,-0.8%,-1.9%,?,0.2%,-3.3%,i
CC(CN1CCOCC1)OC(=O)c1ccc(Br)cc1 (stereo unspecified),i,-0.4%,i,i,i,-0.6%,0.1%,10.0%,0.4%,-0.4%,i
COc1ccc(-n2ncc3c(=O)n(CC(=O)N4CCCc5ccccc54)cnc32)cc1,i,19.5%,i,i,i,3.0%,-1.2%,22.6%,0.2%,0.5%,i
O=C(Cc1cccs1)N1CCC(c2nc3c(nnn3Cc3ccccc3)c(=O)[nH]2)CC1,i,6.1%,i,i,i,-3.9%,3.0%,-2.3%,-0.3%,2.7%,i
CC1(C)OC(=O)C(=CNCC(=O)NCC(=O)O)C(=O)O1,i,-2.6%,i,i,?,-0.2%,-2.8%,-3.4%,-1.4%,-2.2%,i
NC(=O)CSc1nnc(-c2cnccn2)n1-c1ccccc1,i,3.0%,i,i,i,-0.3%,0.1%,29.7%,-1.5%,-1.4%,i
CCc1nn(CC(=O)NCCCN(Cc2ccccc2)C(C)C)c(=O)c2cc3sccc3n12,i,10.2%,i,?,i,-0.2%,-1.9%,23.7%,-2.7%,0.8%,i
COc1ccc(-c2nn(C)c(=O)c3ccccc23)cc1CNC(=O)CN1CCOCC1,i,6.9%,i,?,i,-1.4%,2.9%,6.1%,0.1%,-1.7%,i
Cc1ccc2[nH]cc(C(=O)CN3CCC4(CC3)OCCO4)c2c1,i,9.5%,?,i,?,-3.1%,-2.7%,9.0%,0.5%,1.1%,i
CC(=O)c1cccc(NC(=O)c2c(F)c(F)c(F)c(F)c2F)c1,.,-1.8%[7.66 µM],.,.,.,0.0%,-0.8%,17.7%[11.4 µM],-3.8%,-0.6%,.
CCOc1ccc(C(=O)NCc2cccnc2)cc1,.,0.2%[7.66 µM],.,.,.,2.0%,-2.1%,7.7%[11.4 µM],-0.8%,-0.7%,.
CN(C)C(C(=O)NC1CCCCC1)c1ccc(Cl)cc1 (stereo unspecified),i,8.4%,i,i,i,-9.1%,0.7%,27.7%,-1.0%,-11.3%,i
CCCC1COC(Cn2cncn2)(c2ccc(C)cc2)O1 (stereo unspecified),.,3.9%,.,.,.,-0.4%,-1.4%,19.3%,-1.7%,-3.0%,.
COc1ccc(OC)c(S(=O)(=O)NCc2csc(-c3ccccc3)n2)c1,i,8.6%,?,i,i,-0.5%,-1.4%,5.5%,-1.3%,0.7%,i
COc1cccc(S(=O)(=O)Nc2ccc3sc(C)nc3c2)c1,i,-14.7%,i,i,i,1.1%,-0.6%,10.6%,1.1%,-2.2%,i
COc1ccc(CC[N@+]2(C)COc3cc4oc(=O)cc(C)c4cc3C2)cc1OC,1.2e-08M*,.,i,?,1.21e-08M*,-3.1%[11.5 µM],-0.7%[15.4 µM],8.3%[11.4 µM],0.7%[15.4 µM],0.5%[11.5 µM],i

# Some values from the entries so far.
# Under BRCT inh green, O=C(C1CCCO1)N1CCN(S(=O)(=O)c2ccccc2)CC1 (stereo unspecified) has -0.3%
# Under Caspase-1 inhib, O=C(CSc1nnnn1-c1ccc2c(c1)OCO2)NCc1ccccc1 has 0.2%

# The list is partial. The share of hits here may be higher or lower than overall.
